M. tuberculosis GlmU – inhibition of mycobacterial GlmU enzyme – biochemical, glucosamine-1-phosphate acetyltransferase (AID 1376); 220,000 tested, 0.25% active; M. tuberculosis GlmU acetyltransferase enzyme assay; higher % means a stronger effect; one-dose inhibition, %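 (tested at 30 µM in the primary screen)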; IC50 in µM for titrated hits; in the data active = inhibition above about 13%; inconclusive = no clear call, values can overlap the other calls;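 note: 0% = complete reaction with vehicle and 100% = reaction without substrate; strong numbers were not always called active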
RmlCD inh 1536 – M. tuberculosis RmlC/RmlD inhibition | RmlC+RmlD coupled enzyme assay, percent inhibition; primary screen in compound mixtures | inhibition, % at 3.6 µM | 160,000 tested, 0.03% active; in the data active = inhibition mostly above about 34%, no sharp cut-off; inconclusive = no clear call, values can overlap the other calls; inactive = mostly below about 22%; note: some results filed as inactive read as strong as hits
Target sequence (P9WH09 whole entry, looked up): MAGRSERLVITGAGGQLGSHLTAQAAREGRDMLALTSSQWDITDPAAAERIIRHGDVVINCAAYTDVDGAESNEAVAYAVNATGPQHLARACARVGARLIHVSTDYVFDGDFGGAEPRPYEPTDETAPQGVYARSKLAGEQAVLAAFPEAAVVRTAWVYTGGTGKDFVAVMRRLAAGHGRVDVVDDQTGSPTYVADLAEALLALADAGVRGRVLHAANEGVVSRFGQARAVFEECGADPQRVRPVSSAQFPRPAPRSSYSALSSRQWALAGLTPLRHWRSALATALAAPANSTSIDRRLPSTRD
Target sequence (P9WH11 whole entry, looked up): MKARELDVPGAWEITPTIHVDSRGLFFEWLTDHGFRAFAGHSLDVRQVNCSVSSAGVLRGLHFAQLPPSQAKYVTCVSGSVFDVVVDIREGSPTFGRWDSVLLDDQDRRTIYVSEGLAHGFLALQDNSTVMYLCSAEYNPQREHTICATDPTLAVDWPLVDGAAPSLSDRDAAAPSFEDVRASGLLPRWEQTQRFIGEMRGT
* hit, by the source's call; ? = inconclusive; / = not tested or not shown; & = joins results of further samples.

Each structure is followed by: M. tuberculosis GlmU, RmlCD inh 1536
[1] CC1CCCN(C(=O)C(C)Sc2nc(-c3ccccc3)cc(C(F)(F)F)n2)C1 (stereo unspecified)
    2.5%, /
[2] Cn1cccc1C(=S)N=P(C1CCCCC1)(N1CCOCC1)N1CCOCC1
    7.6%, -6.8
[3] Oc1ccc(Oc2ccc3c(C(F)(F)F)cc(C(F)(F)F)nc3n2)cc1
    -2.9%, 6.6
[4] COc1cc(C(=O)Nc2ccc(NC(=O)c3ccco3)nc2)cc(OC)c1OC
    2.2%, -11.1
[5] NC(=O)c1c(NC(=O)C2COc3ccccc3O2)sc2c1CCN(Cc1ccccc1)C2 (stereo unspecified)
    1.1%, -11.2
[6] O=C(/C=C/c1ccc([N+](=O)[O-])cc1)NCc1ccc2c(c1)OCO2
    1.9%, 4.0
[7] O=C(Cc1c[nH]c2ccccc12)NCc1ccc(Cl)cc1
    2.9%, -10.1
[8] C=CCNc1ncnc2ccc(Br)cc12
    5.4%, /
[9] CCc1cccc(CC)c1-n1c(SCC(=O)c2c(N)n(C)c(=O)n(C)c2=O)nnc1-c1cccnc1
    -4.0%, /
[10] COC(=O)c1c(N)sc(C(C)=O)c1C
    -0.9%, -6.2
[11] CC(C)CCC1CC(CSC(=N)N)OC1=O (stereo unspecified)
    -1.0%, 1.3
[12] COCCNC(=S)Nc1cccc2cnccc12
    -6.6%, -6.1
[13] CNc1oc(-c2ccc(Cl)cc2)nc1C#N
    -1.3%, 7.7
[14] O=C(NCc1ccccc1)C1=C[C@H](c2ccc3c(c2)OCO3)C[C@H](OCCCCO)O1
    3.7%, /
[15] O=C(COC(=O)CCS(=O)(=O)c1ccc(Cl)cc1)NCCc1ccccc1
    -4.1%, 10.9
[16] Cc1ccc(OCc2nn3c(-c4ccco4)nnc3s2)cc1
    -2.4%, 9.2
[17] COc1ccc(OC)c(NC(=O)c2ccccc2OC(C)=O)c1
    0.1%, /
[18] CC1=CC(c2ccccc2)n2ncnc2N1 (stereo unspecified)
    4.8%, /
[19] COCCCN1C(=O)C(=O)/C(=C(/O)c2ccc3c(c2)OCCO3)C1c1ccc(C(=O)OC)cc1 (stereo unspecified)
    -1.4%, 10.9
[20] CC1CN(CCOc2ccc([N+](=O)[O-])cc2)CC(C)O1 (stereo unspecified)
    1.6%, -51.2
[21] C=CCN1C(=O)C(CC(=O)Nc2ccc(OC)cc2)SC1=Nc1ccc(S(N)(=O)=O)cc1 (stereo unspecified)
    -0.9%, 2.8
[22] COc1cc(CNC(C)(C)CO)cc(Br)c1OCc1ccc(Cl)cc1
    -10.8%, -4.9
[23] CCCNc1nc2c(c(=O)[nH]c(=O)n2C)n1CCCc1ccccc1
    -3.0%, 10.3
[24] Cn1c(=NC(=O)COc2ccccc2)sc2cc(F)cc(F)c21
    1.1%, 1.4
[25] CCN1C(=O)C(CC(=O)Nc2ccc(F)cc2)N(CCCN2CCN(c3ccc(F)cc3)CC2)C1=S (stereo unspecified)
    4.5%, -4.8
[26] CSc1ncc(Cl)c(C(=O)O)n1
    24.5%, -7.5
[27] CCCN(CCC)CCCNC(=O)C1c2cc(OC)c(OC)cc2C(=O)N(C)C1c1cccnc1 (stereo unspecified)
    6.6%, 2.7
[28] COCCN=C1Sc2nc3c(C)cccc3cc2CN1Cc1ccco1
    -2.6%, -8.4
[29] Cc1cc(-c2ccco2)n(CC(=O)NCc2ccco2)n1
    6.5%, /
[30] CN(c1ccc(F)cc1)S(=O)(=O)c1ccc2[nH]cc(C(=O)O)c(=O)c2c1
    1.4%, -8.2

Brought forward from above: four compounds, then new ones.
Each structure is followed by: M. tuberculosis GlmU, RmlCD inh 1536
[27] CCCN(CCC)CCCNC(=O)C1c2cc(OC)c(OC)cc2C(=O)N(C)C1c1cccnc1 (stereo unspecified)
    6.6%, 2.7
[28] COCCN=C1Sc2nc3c(C)cccc3cc2CN1Cc1ccco1
    -2.6%, -8.4
[29] Cc1cc(-c2ccco2)n(CC(=O)NCc2ccco2)n1
    6.5%, /
[30] CN(c1ccc(F)cc1)S(=O)(=O)c1ccc2[nH]cc(C(=O)O)c(=O)c2c1
    1.4%, -8.2
[31] Cc1[nH]c(=O)[nH]c(=O)c1CSc1nnc([C@H](CC(C)C)NC(=O)OC(C)(C)C)o1
    7.5%, -11.9
[32] N#Cc1nc(COc2ccccc2F)oc1NCCCn1ccnc1
    -3.6%, /
[33] CCC(=O)N1CCc2cc(S(=O)(=O)N3CCc4ccccc4C3)ccc21
    -1.2%, /
[34] COC(=O)c1cnc(SCc2ccc(C)cc2)n1C
    -0.7%, /
[35] Cc1cccc(C(=O)n2c(=S)nc3cc(C)ccn32)c1
    4.5%, -9.3
[36] CCCC(=O)n1nc(-c2ccc(C)cc2)nc1NCc1ccco1
    1.9%, 4.6
[37] COc1ccccc1N1CCN(CC(O)COc2cccc3ccccc23)CC1 (stereo unspecified)
    4.9%&6.1%, -12.3
[38] COc1ccc(CCC(=O)N(c2nnc(-c3cccnc3)s2)C(C)C)cc1
    -2.4%, 3.1
[39] CCOC(=O)C1(CCCc2ccccc2)CCN(C(=O)CCn2cncn2)CC1
    -4.3%, 7.4
[40] Cc1ccc(NC(=S)Nc2c(C)n(C)n(-c3ccccc3)c2=O)cc1
    -4.5%, /
[41] N#Cc1nc(-c2ccco2)oc1N1CCN(Cc2ccccc2)CC1
    0.0%, 0.9
[42] NC(=O)Cc1nc(-c2ccc(F)cc2)cs1
    3.7%, -13.8
[43] FC(F)(F)c1cccc(N/N=C/c2ccccc2)c1
    5.1%, 8.1
[44] CCOc1cc(/C=N/NC(N)=S)cc(Br)c1OCc1ccccc1C
    6.8%, /
[45] COc1cc(NC(=O)COC(=O)/C=C/c2ccc(Cl)cc2Cl)cc(OC)c1
    3.4%, 7.3
[46] Nc1nonc1OCCOCCOCCOc1nonc1N
    4.1%, -9.7
[47] O=C(O)c1ccc(NCc2nc3ccccc3n2Cc2ccccc2)cc1
    4.0%, 3.4
[48] O=C(C[n+]1cc(-c2ccccc2)n2c1CCCCC2)c1ccc(Cl)cc1
    -8.5%, 2.8
[49] O=C(NCc1ccco1)C1CC2CCC1C2 (stereo unspecified)
    -7.9%, /
[50] Nc1c(C2=NCCO2)nnn1Cc1ccccc1
    -4.4%, 15.7
[51] CCOc1ccc(S(=O)(=O)N2CCN(C(=O)c3sccc3C)CC2)cc1
    0.7%, -9.8
[52] CCNC(=O)NCc1c(C)c(C)n(Cc2ccccc2)c1-n1cccc1
    3.9%, 5.5
[53] C[C@@H]1CC=C[C@H]2[C@H]1C(=O)N(Cc1ccccc1)[C@H]2c1ccc(C(F)(F)F)cc1
    3.1%, /
[54] O=C(Nc1nsc(-c2ccccc2)n1)c1cccs1
    6.7%, /
[55] CC1=NN(c2ccc(C)cc2C)C(=O)C1C(c1ccccc1)C1C(=O)N(c2ccc(C)cc2C)N=C1C (stereo unspecified)
    -4.0%, 9.2
[56] CN(C)C(=O)Cn1c(SCC(=O)NCc2ccc3c(c2)OCO3)nc2ccccc21
    -4.0%, /
[57] O=C(CN1CCN(c2ccccn2)CC1)NC1CCCC1
    -0.2%, 18.5
[58] CCCCN1C(=O)C(CC(=O)NCC)SC1=Nc1ccccc1 (stereo unspecified)
    2.2%, /
[59] CCc1ccc(OCC(=O)N/N=C/c2cc([N+](=O)[O-])ccc2N2CCCCCC2)cc1
    -2.2%, -10.2
[60] Cc1ccc2[nH]c3c(c2c1)CCNC3=O
    0.4%, -1.3

Other results follow:
Each structure is followed by: M. tuberculosis GlmU, RmlCD inh 1536
[61] CCCNNC(=O)C(O)(c1cccc(C)c1)c1cccc(C)c1
    3.5%, 1.9
[62] Cc1nn(Cc2ccccc2)c(C)c1C(=O)NCc1ccccc1F
    0.2%, 9.7
[63] COc1ccc2c(CC(=O)Nc3ccc(OC)nc3)coc2c1
    8.0%, 6.5
[64] Cc1cc2sc3ccccc3c(=O)c2c(C)c1O
    -1.7%, 7.1
[65] CCN(CC(O)CON=C1c2ccccc2-c2ccccc21)S(=O)(=O)c1ccc(Cl)cc1 (stereo unspecified)
    -2.1%, 15.8
[66] CCN1C(=O)CC(n2c(C)nc3ccccc32)C1=O (stereo unspecified)
    1.4%, 107.5
[67] CCc1cc2c(=O)n(CC(C)C)cnc2s1
    6.0%, -10.8
[68] COc1ccc(C(C[N+](=O)[O-])c2c(-c3ccccc3)cc3ccccn23)cc1 (stereo unspecified)
    /, 4.5
[69] Cc1nc2ccccn2c1C(=O)C(=O)Nc1cc(F)ccc1F
    -1.0%, 30.8
[70] CCOC(=O)c1c(C)[nH]c(C(=O)COC(=O)/C=C/c2ccc(O)c(OC)c2)c1C
    -2.4%, 3.3
[71] CCN(CC)CCn1c(/N=C/c2cc(Br)ccc2O)nc2ccccc21
    0.6%, -5.1
[72] CCOc1ccccc1OCC(=O)Nc1ccc(N2CCCCC2)cc1
    0.9%, /
[73] O=C(Nc1ccncc1)c1ccc2ccccc2c1
    -6.4%, 47.3
[74] CCOC(=O)CN(C(=O)CNC(=O)c1cccs1)C(C(=O)NC1CCCC1)c1ccncc1 (stereo unspecified)
    -0.4%, -44.4
[75] CCOc1ccc(S(=O)(=O)/N=C(\N)c2ccccc2)cc1
    -1.4%, 8.0
[76] Cc1cc(/C=N/n2cnnc2)c(O)c([N+](=O)[O-])c1
    5.4%, 7.8
[77] O=C(Nc1ccc(F)c(F)c1)NC1CCCCC1
    3.1%, -15.3
[78] Cc1ccnc(SCC(=O)Nc2sc3c(c2C#N)CCC(C(C)(C)C)C3)n1 (stereo unspecified)
    3.7%, /
[79] COc1ccc(-c2cc(C(=O)N3CCCCC3)no2)cc1OC
    -3.8%, 14.9
[80] CCCCCSc1nc2c(c(=O)[nH]c(=O)n2C)n1C
    -4.3%, 3.1
[81] O=C(Nc1ccc2c(c1)OCO2)N1CCN(c2ccc(F)cc2)CC1
    -0.1%, -1.6
[82] COc1cccc(CNCc2cccnc2)c1OCc1ccccc1
    -2.6%, -3.2
[83] CC(C)NC(=O)COc1ncnc2sccc12
    -0.1%, -3.1
[84] Nc1n[nH]c(-c2ccc(F)cc2)n1
    -1.9%, /
[85] Cc1cccc(C)c1NC(=O)COC(=O)c1cccnc1
    -0.6%, -0.3
[86] Cn1c(-c2ccccc2)n[nH]c1=S
    /, -7.7
[87] CCOP(=O)(OCC)/C(C#N)=C/c1ccoc1
    2.9%, -8.3
[88] COCCCNC(=O)C(=O)N/N=C/c1cc2c(cc1Br)OCO2
    1.6%, 1.2
[89] Cc1c(CCOC(=O)c2ccccc2)sc[n+]1Cc1ccccc1
    5.1%, -1.7
[90] COc1cc(O)oc1C=Nc1ccc(Oc2ccccc2)cc1
    11.5%, -3.3

The list goes on.
Each structure is followed by: M. tuberculosis GlmU, RmlCD inh 1536
[91] Cc1nc2ccccc2c(=O)n1CCN1CCOCC1
    -5.2%, 4.9
[92] BrC(/C=N/Nc1nc(N2CCOCC2)nc(N2CCOCC2)n1)=C/c1ccccc1
    4.5%, -0.1
[93] O=C(O)c1cccc(NC(CNS(=O)(=O)c2ccc(Cl)cc2)c2ccccc2)c1 (stereo unspecified)
    3.6%, 6.0
[94] O=C(NCc1ccccc1)C1CCCN(S(=O)(=O)c2cccc3nonc23)C1 (stereo unspecified)
    -0.4%, -4.2
[95] NNC(=O)c1sc2cc(C(F)(F)F)cnc2c1-c1cccnc1
    0.9%, -12.0
[96] C=C(C)CSc1nc2c(cc1C#N)CCC2
    -0.3%, 2.7
[97] CCOC(=O)c1[nH]c2c(c1C)C(=O)CC(c1ccc(OCC)c(OC)c1)C2 (stereo unspecified)
    -4.1%, -4.1
[98] COc1cccc(CC2(CO)CCCN(Cc3cn[nH]c3-c3cc(C)ccc3C)C2)c1 (stereo unspecified)
    0.6%, 9.9
[99] NCCCCCNC(=O)/C=N\O
    2.3%, ?
[100] C(=N\N1CCN(C2c3ccccc3-c3ccccc32)CC1)/c1ccccn1
    1.6%, /
[101] CC(C)(C)c1ccc(-c2csc(NC(=O)CN3C(=O)NC4(CCCCC4)C3=O)n2)cc1
    1.4%, 6.4
[102] CCCOc1ccc(Cc2nn[nH]n2)cc1
    3.3%, 6.4
[103] Cc1ccc(/C=N/NC(=O)c2ccc(C(=O)N/N=C/c3ccc(C)s3)o2)s1
    1.0%, -6.2
[104] CS(=O)(=O)N(CC(=O)NC1CCCC1)C1CCCCC1
    -0.2%, /
[105] Cc1ccsc1C(=O)OCc1csc(-c2ccccc2)n1
    9.1%, /
[106] Cc1cccc[n+]1CC(=O)c1ccc2c(c1)OCCO2
    -3.7%, -9.3
[107] CC(=O)Oc1ccc(C(=O)Nc2nccs2)cc1
    -3.3%, -0.3
[108] Cc1nc(-c2cccc(NS(=O)(=O)c3cccc4ccccc34)c2)cs1
    0.0%, 103.0
[109] Cc1ccccc1C(=O)Nc1ccccc1-c1nnn(CC(=O)Nc2ccc3c(c2)OCCO3)n1
    5.5%, /
[110] CC(=O)c1ccc(N2CCN(C(=O)CCCc3nc4ccccc4s3)CC2)cc1
    4.0%, -12.1
[111] O=C(NC(=S)Nc1ccc2cn[nH]c2c1)c1ccccc1
    -3.3%, 6.8
[112] COc1ccc2nc(NC(=O)Cn3cnc4ccccc4c3=O)sc2c1
    1.6%, 85.5
[113] COc1ccc(NC(=O)c2[nH]ncc2[N+](=O)[O-])cc1
    -3.8%, 9.0
[114] COc1ccc(NC(=O)CS(=O)CC(=O)NCc2cccc(C(F)(F)F)c2)cc1 (stereo unspecified)
    -1.3%, /
[115] CCCCCC(=O)NNC(=S)NC(=O)c1ccc([N+](=O)[O-])cc1
    6.2%, 2.1
[116] CC1CN(c2oc(-c3ccco3)nc2S(=O)(=O)c2ccccc2)CC(C)O1 (stereo unspecified)
    0.2%, /
[117] CC(C(=O)NCc1ccccc1)N1C(=O)C2CC=C(Cl)CC2C1=O (stereo unspecified)
    1.7%, -5.5
[118] CN(C)CCN1C(=O)C(O)=C(C(=O)c2ccco2)C1c1ccccc1F (stereo unspecified)
    1.6%, /

High-throughput results as filed in PubChem BioAssay.

A portion of the library; count on the stated rates, not on these rows.
